CDK5 p35 inh: inhibitors of human CDK5/p35 kinase | 330,000 compounds, 0.01% hits | Recombinant CDK5/p35, ADP-Glo luminescence, 60 min | Q00535+Q15078 | AID 488839 | inhibition, % at 10 µM;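 active = highest replicate inhibition of at least 50% and at least 75% of replicates reaching 50%; inconclusive = only one of the two criteria met; inactive = both criteria failed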;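 note: plate controls were DMSO neutral control for no effect and GW8510 at 10 µM for full effect; many of its hits are not listed in these tables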
Target sequence (Q00535 whole entry, looked up): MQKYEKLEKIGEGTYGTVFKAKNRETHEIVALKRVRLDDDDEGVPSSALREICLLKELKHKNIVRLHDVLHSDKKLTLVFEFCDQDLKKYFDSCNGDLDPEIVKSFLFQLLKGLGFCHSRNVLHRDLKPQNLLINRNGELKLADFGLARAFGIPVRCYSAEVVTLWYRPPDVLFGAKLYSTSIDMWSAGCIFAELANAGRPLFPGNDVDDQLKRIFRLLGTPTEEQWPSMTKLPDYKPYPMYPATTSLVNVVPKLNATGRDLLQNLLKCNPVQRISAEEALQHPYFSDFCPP
Target sequence (Q15078 whole entry, looked up): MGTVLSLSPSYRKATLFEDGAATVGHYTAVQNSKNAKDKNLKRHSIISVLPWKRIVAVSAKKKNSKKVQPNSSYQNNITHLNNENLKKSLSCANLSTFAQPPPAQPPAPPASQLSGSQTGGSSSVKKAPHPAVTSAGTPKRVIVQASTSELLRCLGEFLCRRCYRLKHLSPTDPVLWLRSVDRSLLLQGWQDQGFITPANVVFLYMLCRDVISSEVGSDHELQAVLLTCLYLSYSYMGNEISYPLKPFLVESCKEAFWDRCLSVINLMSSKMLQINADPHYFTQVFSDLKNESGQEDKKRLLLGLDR
Rtt109 HAT inh: inhibitors of Candida albicans Rtt109/Vps75 histone acetyltransferase; Q5AAJ8; purified Rtt109/Vps75, ThioGlo CoA-SH fluorescence, 4 h; inhibition, % at 34.9 µM; 330,000 compounds, 0.16% hits; AID 540336;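 active = inhibition of at least 50% in every replicate; inconclusive = best replicate reaches 50% inhibition but some replicates fall short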
CAL PDZ FP-1: inhibitors of human CAL PDZ peptide binding; 330,000 compounds, 0.02% hits; inhibition, % at 20 µM; Q9HD26; AID 504414; purified CAL PDZ, TMR-peptide fluorescence polarization, 1 h;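 active = highest replicate inhibition of at least 40%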;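 note: plate controls were DMSO neutral control wells for no effect and unlabeled competitor peptide control wells for full effect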
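Read-out basis: mP drop reported as inhibition | Assay system: Tagged CAL PDZ protein CerCALP, purified | Benchmarks: Unlabelled peptide for full inhibition, DMSO wells as neutral | Schedule: 1 h incubation at room temperature before polarization reading | Buffer or medium: Sodium phosphate/NaCl buffer pH 7.4 with TCEP, IgG, Thesit | Doses: Single point, 20 µM | Measured by: Fluorescence polarization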
Wnt bcat act: Wnt/beta-catenin pathway activation; Wnt/beta-catenin reporter cell assay, activator, plate reader; activation, % at 9.35 µM; 300,000 compounds, 1.2% hits; AID 743398; in the data active = activation above about 30%, passing the limit was not always enough; inconclusive = no clear call, values can overlap the other calls;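 note: 0% = neutral control wells and 100% = positive control wells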
MITF TRPM1 HTS: increases MITF-driven TRPM1 promoter luciferase signal. SK-MEL-5 TRPM1-promoter luciferase, 24 h; % of positive control, neutral wells = 0. 300,000 compounds, 0.75% hits. activation, % at 12.5 µM;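 active = mean activation of at least 80% with every replicate also reaching 80%; inconclusive = mean reaches 80% but some replicate falls short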;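 note: 0% = neutral control wells and 100% = parthenolide positive control wells; values of inactives mirror those of a sister screen read the other way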
CAL PDZ FP-2: blocks peptide binding to the human CAL PDZ domain. Q9HD26. purified CAL PDZ, TMR-peptide fluorescence polarization, 1 h. inhibition, % at 24.9 µM. 300,000 compounds, 0.92% hits. AID 602252;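 active = mean inhibition of at least 30% with at least half of replicates also reaching 30%; inconclusive = no clear call, values can overlap the other calls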;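 note: 0% = DMSO neutral control and 100% = excess unlabeled competitor peptide PRC23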
dFosB act: enhances mouse delta FosB homodimer DNA binding; purified delta FosB, TAMRA-CDK5 oligo fluorescence polarization; percent of positive-control signal above neutral wells; 340,000 compounds, 0.99% hits; AID 493131; activation, % at 25 µM;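 active = mean activation above about 17%, with every replicate also reaching it, limit read from the data, passing the limit was not always enough; inconclusive = only one of the two conditions met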;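 note: fluorescence polarization rise as delta FosB binds a TAMRA Cdk5 AP-1 oligo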
V-ATPase pH: yeast V-ATPase proton transport regulation by pHLuorin; 350,000 compounds, 0.37% hits; response, % at 10 µM; AID 504577; S. cerevisiae, pHLuorin cytosolic pH fluorescence; in the data active = response mostly above about 7.3%, no sharp cut-off; inactive = mostly below about 5.4%; note: actives read high; inactives centre near 0; some compounds called inactive have numbers as strong as hits
Tat export inh: blocks Tat-dependent protein export in E. coli. inhibition, % at 10 µM. 340,000 compounds, 0.036% hits. E. coli MC4100 TorA-mCherry Tat export, fluorescence;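 active = mean replicate inhibition at least 50% and at least half of replicates individually reaching 50%; inconclusive = only one of the two criteria met; inactive = neither criterion met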;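 note: exported cargo escapes ClpAP degradation while cytoplasmic cargo is degraded and loses fluorescence; 0% = median of neutral control wells and 100% = median of NaSCN control wells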
RTF Ca sens act: cardiac RTF calcium sensitization; P19429+P45379; activation, % at 7.2 µM; IANBD-labeled TnC RTF fluorescence at EC20 calcium; 0% EC20 calcium, 100% full calcium; 340,000 compounds, 0.24% hits; AID 493008;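 active = activation above the mean over all tested compounds plus 3 SD, cut at about 30% in these data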;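 note: rise in fluorescence read as greater calcium sensitivity of cardiac thin filaments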
An asterisk follows results filed as active; ? = inconclusive; · = not tested or not shown.

SMILES	CDK5 p35 inh	Rtt109 HAT inh	CAL PDZ FP-1	Wnt bcat act	MITF TRPM1 HTS	CAL PDZ FP-2	dFosB act	V-ATPase pH	Tat export inh	RTF Ca sens act
Cc1cc(S(=O)(=O)N2c3ccc(F)cc3CCC2C)ccc1-n1cnnn1 (stereo not given)	-0.3	3	-0.6	-10	-6	·	-3	-2	6	3
Cc1nn(C)c(C)c1C(C)NC(=O)c1cc(COc2ccc(F)c(F)c2)on1 (stereo not given)	-0.2	-2	-0.5	1	56	40*	-8	3	-5	0
CCOC(=O)c1cccc(NC(=O)C2CCCN(S(=O)(=O)c3cnc[nH]3)C2)c1 (stereo not given)	0.5	6	-0.4	2	8	·	-6	6	1	4
COC(=O)CNC(=O)C1Nc2ccccc2C2C=CCC12 (stereo not given)	-0.7	4	-0.8	-4	0	-2	-8	4	-1	1
CCCCC1CCCC12NC(=O)NC2=O (stereo not given)	-3.6	-5	-0.5	-1	-1	-3	6	1	-11	4
Clc1ccccc1-c1ccc(CN2CCN(c3ccccc3)CC2)o1	-0.1	0	0.3	·	-6	-3	-5	3	2	3
CCOc1ccc(N(CC(=O)N2CCCCCC2)S(=O)(=O)c2ccc(C)cc2)cc1	-2.3	28	-2.3	-1	-16	0	-11	1	8	-7
O=C(C1c2ccccc2Oc2ccccc21)N1CCN(c2ccc(Cl)cc2)CC1	-0.1	7	-1.7	·	-12	-5	-10	2	0	5
CCOC(=O)c1cn(CC(=O)Nc2ccc(OC)cc2OC)nn1	-0.5	5	-1.7	-3	-6	-2	-3	3	-3	0
Cc1ccc(S(=O)(=O)n2cc(C=O)c3ccccc32)cc1	8.1	-9	-3.2	-1	-10	0	-3	-4	5	-5
O=C(Nc1ccc(N2CCOCC2)cc1)c1ccncc1	-3.0	-6	-0.5	3	12	-2	8	1	-4	0
Cc1ccccc1CSCCC(=O)NCCc1ccccc1	2.5	-4	-1.2	2	-8	6	1	1	-12	2
Cc1ccc(NC(=O)Nc2ccc3c(c2)OCO3)c(Br)c1	0.9	3	-0.3	6	42	-2	12	5	0	3
Cc1nc(C)c(-c2csc(Nc3cccnc3)n2)s1	0.2	13	1.6	1	13	0	4	-1	-2	-4
N#CCSc1nc2ccccc2c(=O)n1-c1ccccc1	1.1	18	0.6	-3	2	1	-2	0	-5	-1
CC(NC(=O)c1ccccc1)C(=O)OCC(=O)Nc1cccc(S(=O)(=O)N2CCCC2)c1 (stereo not given)	-0.7	9	-1.6	3	-2	-3	-7	1	5	-2
COc1ccc(C(=O)N/N=C/C(=O)c2ccccc2)cc1	0.3	3	-2.1	32*	78	-3	-4	0	-1	-2
COc1ccc(/C=C2\SC(=O)N(CCC(=O)N(C)C3CCS(=O)(=O)C3)C2=O)cc1 (stereo not given)	0.4	5	-0.7	7	34	-6	-2	3	1	-7
CCOc1ccc(NC(=O)CN2CCN(c3ccc(F)cc3)CC2)cc1	1.4	-12	-2.9	2	3	0	-10	7	-1	-3
CN1CCN(C(=O)c2cc(Oc3c(F)c(F)c(F)c(F)c3F)cc(C(=O)N3CCN(C)CC3)c2)CC1	-0.1	-17	-1.5	-11	-1	-2	-7	0	2	1
Cc1cc(Nc2ccc(Cl)cc2)nc(N)n1	-2.2	-8	-2.6	·	53	·	-9	-1	7	4
CC(=O)Nc1ccc(NC(=O)COC(=O)c2cc(S(=O)(=O)N3CCCC3)ccc2O)cc1	0.9	2	-0.8	0	6	-4	-1	0	7	-1
Cc1cc(=O)n2[nH]c(N3C(=O)CCC3=O)nc2n1	-0.6	-2	0.1	-2	1	2	8	-1	-5	0
CCN1CCN(c2ccc(S(=O)(=O)N3CCOCC3)cc2NC(=O)c2sccc2C)CC1	-3.0	-21	-2.8	-2	-2	-1	-8	-3	9	-11
O=C(NC(NC(=S)Nc1ccccc1C(=O)O)C(Cl)(Cl)Cl)c1cccc([N+](=O)[O-])c1 (stereo not given)	-1.8	21	0.0	-5	·	-3	1	2	3	2
O=C(COc1cccc2c1CCNC2=O)Nc1cccc(C(F)(F)F)c1	2.7	?	-2.9	·	-2	-3	-8	0	-5	-4
O=C(CN(c1ccc(Br)cc1)S(=O)(=O)c1ccc(Cl)c([N+](=O)[O-])c1)NCCc1ccccc1	-0.3	0	0.3	-1	-49	14	11	2	-5	-4
COc1ccccc1NC(=O)COC(=O)c1cc2c(s1)CCC2	-1.0	2	-1.4	-1	8	-2	-13	-2	-3	3
Cc1cnc2cc(Cl)ccc2c1SCC(=O)O	1.2	-3	-0.3	2	16	-3	1	-2	-15	8
COc1ccc(-c2csc3ncn(-c4ccccc4OC)c(=O)c23)cc1OC	2.4	4	-1.9	0	4	10	-10	6	2	13
COc1ccc(-n2c(SCC(=O)Nc3cccc4ccccc34)nc(O)cc2=O)cc1	0.0	14	-0.6	2	·	-1	-6	-3	-9	-1
CC(=O)c1ccc(N(C(=O)CNC(=O)c2ccco2)C(C(=O)NC2CCCC2)c2ccco2)cc1 (stereo not given)	3.8	12	-1.4	0	6	0	4	2	-2	-6
Cc1cc(NC(=O)CSc2nccn2-c2cccc(C)c2C)no1	0.1	-14	-1.2	-1	-12	-4	-1	1	-6	-3
O=C(C(=O)N1CCN(c2cccc(Cl)c2)CC1)c1cn(CC(=O)N2CCOCC2)c2ccccc12	-4.0	7	-3.5	-1	-3	-2	-5	5	6	-1
CCCCn1c(-c2ccoc2C)n[nH]c1=S	-5.1	3	-0.8	43*	·	-1	-7	0	7	5
CCN(CC)C(C)C(=O)Nc1c2c(cc3c1CCC3)CCC2 (stereo not given)	0.4	7	-2.5	-7	1	-3	-2	0	-7	5
O=C(CCC(=O)c1ccccc1)Nc1cccnc1	-0.3	-2	-1.7	·	-14	-3	3	-2	1	-2
CCOc1[nH]n(-c2ccccc2)c(=O)c1C=NCc1cccnc1	1.6	-5	-1.5	0	8	-6	-2	-4	-2	-3
COc1cccc(NC(=O)CNC(=O)Cn2cnc3sc(C)c(C)c3c2=O)c1	1.9	22	-2.4	5	-10	-4	-10	-9	-3	1
CCOC(=O)Nc1cc(=O)c2ccccc2o1	-0.7	-9	·	-2	-9	3	-4	-1	12	8
CC(=O)c1cn(CC(=O)Nc2cccc(C)c2C)c2ccccc12	-0.2	-5	-4.3	-1	-20	-3	-7	-1	-4	-3
CCOc1ccc(/C=N/NC(=O)c2ccc(Cn3cc(Br)cn3)o2)cc1	-3.3	-1	-2.3	0	5	-3	-10	1	-3	2
NC(=O)c1nnsc1Sc1c(C(N)=O)nnn1-c1cccc(N)c1	0.8	-13	-2.8	-2	5	1	-3	-2	-3	3
O=C1CN(C(=O)CSc2nc3cc(Cl)ccc3c(=O)n2Cc2ccccc2)c2ccccc2N1	0.1	·	-3.7	-9	-2	-17	11	0	2	-2
CCCOc1ccc(C(=O)c2nc3c(n2O)CCCC3)cc1	1.9	7	-2.0	·	7	·	-1	-1	-1	-2
C=CCSc1nc(C)c(CC(=C)C)c(=O)[nH]1	-2.5	-8	-0.1	-3	-1	-3	-1	1	0	2
Cc1ccc(S(=O)(=O)NCC(c2cccnc2)N2CCc3ccccc32)cc1 (stereo not given)	-0.4	17	-2.3	0	-2	-1	-8	2	-5	-10
COC(=O)c1ccc(CNC(=O)/C=C/c2cc([N+](=O)[O-])ccc2OC(F)F)cc1	0.1	-16	-0.1	-4	-7	-4	7	2	10	-3
O=c1c2c3c(sc2n2cnnc2n1Cc1ccccc1)CN(Cc1ccccc1)CC3	-0.5	3	-6.8	·	·	-3	6	0	-6	5
COc1ccc(C2=NOC(C(=O)NC(C)(C)C)C2)cc1 (stereo not given)	-0.4	-32	-0.2	-2	1	-3	-5	-1	-2	-5

Continued.
SMILES	CDK5 p35 inh	Rtt109 HAT inh	CAL PDZ FP-1	Wnt bcat act	MITF TRPM1 HTS	CAL PDZ FP-2	dFosB act	V-ATPase pH	Tat export inh	RTF Ca sens act
COc1cc(CNCc2ccccn2)ccc1OCc1ccc(Cl)c(Cl)c1	0.4	14	-1.9	25	105*	6	2	0	0	0
COCC(C)n1c(=O)sc2ccccc2c1=O (stereo not given)	-0.5	-3	-0.5	1	-8	-2	-5	-1	-2	1
Cc1ccccc1Cn1c2ccccc2c2cnn(CC(=O)NCc3ccco3)c(=O)c21	1.8	0	-1.6	-9	-15	0	-6	-1	-17	3
COc1ccc(N2CCC(CNC(=O)Nc3ccc(Cl)cc3)C2)cc1 (stereo not given)	0.2	2	-0.7	23	9	-7	0	-1	1	0
CCOC(=O)N1CCC(NC(=O)c2sc(-n3cccc3)nc2C)CC1	-1.0	-3	0.2	·	-7	-2	4	3	-1	-3
